mcGAS lum: cyclic GMP-AMP synthase inhibitors, mouse, primary biochemical chemiluminescence; recombinant cGAS, Kinase-Glo ATP depletion luminescence; inhibition, % at 12.5 µM; 0.15% of 160,000 active;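 also: 0% = negative control wells and 100% = reference inhibitor with no enzyme activity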
NPYLR7 ag: agonists of mosquito NPYLR7 receptor, primary screen, cell-based, Aedes aegypti, calcium fluorescence, mosquito biting behavior | HEK293T NPYLR7/Galpha15, GCaMP6s calcium fluorescence | activation, % at 10 µM | AID 1259423, 2018 | Aedes aegypti neuropeptide Y-like receptor 7 (NPYLR7) | 0.15% of 270,000 active; in the data active = activation above about 40%;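 also: 0% = vehicle and 100% = reference agonist at the receptor; some compounds past the cut are filed as inactive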
hcGAS inh: Primary biochemical luminescence assay for human cyclic GMP-AMP synthase inhibitors | recombinant h-cGAS, ATP depletion, Kinase-Glo luminescence | Q8N884 | 0.081% of 290,000 active | inhibition, % at 12.5 µM;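 also: 0% = vehicle reaction and 100% = reaction without DNA for no activity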
Target sequence (Q8N884 whole entry, looked up): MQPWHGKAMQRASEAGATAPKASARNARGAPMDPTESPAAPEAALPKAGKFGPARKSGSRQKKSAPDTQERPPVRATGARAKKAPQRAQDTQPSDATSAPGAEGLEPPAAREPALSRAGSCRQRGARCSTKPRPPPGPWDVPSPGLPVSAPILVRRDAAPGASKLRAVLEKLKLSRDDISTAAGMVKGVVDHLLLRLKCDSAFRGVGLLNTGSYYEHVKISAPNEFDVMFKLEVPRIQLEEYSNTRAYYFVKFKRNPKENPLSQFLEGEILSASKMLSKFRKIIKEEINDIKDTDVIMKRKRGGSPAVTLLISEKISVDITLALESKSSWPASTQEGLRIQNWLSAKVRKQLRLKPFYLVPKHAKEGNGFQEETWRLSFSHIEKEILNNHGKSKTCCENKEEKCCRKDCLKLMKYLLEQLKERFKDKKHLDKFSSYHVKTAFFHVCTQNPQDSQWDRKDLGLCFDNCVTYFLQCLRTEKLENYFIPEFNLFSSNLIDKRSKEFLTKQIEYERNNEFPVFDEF
Starred values were filed as active, the others as inactive; nt = not tested or not shown; & = joins results of further samples. Rule as the data show it, unless noted: active = inhibition above about 40%; inactive = the rest.

1	OCc1csc(N2CCC(CO)(Cc3ccccc3Cl)CC2)n1
2	COc1ccccc1CCC(=O)N1CCN(C)C2(CCN(C)CC2)C1
3	CCCCc1ccc(S(=O)(=O)Nc2nccnc2-c2ccc(CNCCc3c[nH]c4ccccc34)cc2)cc1
4	CC(NCC(O)COC12CC3CC(CC(C3)C1)C2)c1ccccc1 (stereo not given)
5	COCCNCC(=O)N1CCc2sccc2C1COc1ccc(Cl)cc1 (stereo not given)
6	Cc1cc(C(=O)CN2CCN(c3ccc(O)cc3)CC2)c(C)n1C1CCS(=O)(=O)C1 (stereo not given)
7	Cn1cc(C2CC2C(=O)NS(=O)(=O)c2ccc(F)cc2F)cn1 (stereo not given)
8	CCCCOc1ccc(/C=N\Nc2cc(Cl)nc(C)n2)cc1
9	CC(C)Oc1ccc(C(O)=C2C(=O)C(=O)N(CCN(C)C)C2c2ccncc2)cc1 (stereo not given)
10	O=C(c1ccc(C(F)(F)F)cc1)N1CCN(C(C(=O)N2CCCC2)C2CCCC2)CC1 (stereo not given)
screen / no. | 1 | 2 | 3 | 4 | 5 | 6 | 7 | 8 | 9 | 10
mcGAS lum | nt | nt | -4.6 | -10.4 | nt | -4.5 | nt | -4.6 | nt | -2.9
NPYLR7 ag | -2.5 | -1.6 | -1.5 | 17.4 | 23.1 | 4.1 | 13.5 | 2.3 | 3.7 | -9.0
hcGAS inh | -7.1 | 1.5 | -6.6 | -4.1 | 3.3 | 1.0 | -10.8 | -3.9 | -9.4 | 0.2

Arranged by formula weight (ascending): some entries from above.
4	CC(NCC(O)COC12CC3CC(CC(C3)C1)C2)c1ccccc1 (stereo not given)
6	Cc1cc(C(=O)CN2CCN(c3ccc(O)cc3)CC2)c(C)n1C1CCS(=O)(=O)C1 (stereo not given)
10	O=C(c1ccc(C(F)(F)F)cc1)N1CCN(C(C(=O)N2CCCC2)C2CCCC2)CC1 (stereo not given)
3	CCCCc1ccc(S(=O)(=O)Nc2nccnc2-c2ccc(CNCCc3c[nH]c4ccccc34)cc2)cc1
screen / no. | 4 | 6 | 10 | 3
mcGAS lum | -10.4 | -4.5 | -2.9 | -4.6
NPYLR7 ag | 17.4 | 4.1 | -9.0 | -1.5
hcGAS inh | -4.1 | 1.0 | 0.2 | -6.6

Next results follow:
11	Clc1ccc(Oc2ccccc2)c(NC2=NCCC2)c1
12	OCc1ccc(-c2nccn2C2CCN(Cc3ccccc3)C2)o1 (stereo not given)
13	CCn1c(C2CC2)nn(CN(C)Cc2cc(Br)ccc2OC)c1=S
14	O=C(Cc1cc(-c2cc3ccccc3o2)on1)NCc1cccs1
15	CN(C)CCNc1cc(-c2cnc3ccccc3c2)c2cc[nH]c2n1
16	Cc1cc(C)cc(-c2nc3ccccn3c2NC(=O)COc2ccccc2)c1
17	COc1cccc(-c2cnc(-c3ccc(CNC(=O)c4ccc(F)cc4)cc3)[nH]2)c1
18	CC1(C(=O)Nc2ccccc2F)CCN1C(=O)C/C=C/c1ccccc1 (stereo not given)
19	CCOc1ccc(-n2cc(C(=O)O)c(=O)c3cc(F)c(F)c(F)c32)cc1F
20	O=C(c1ccc(=O)[nH]c1)N1CC=C(c2ccccc2)CC1
screen / no. | 11 | 12 | 13 | 14 | 15 | 16 | 17 | 18 | 19 | 20
mcGAS lum | -6.4 | -14.5 | nt | -7.6 | -14.5 | -8.8 | -5.1 | 1.6 | nt | nt
NPYLR7 ag | 3.5&-0.6&7.8 | 5.4 | 8.5 | 9.3 | 1.2 | -4.5 | -1.7 | -6.1 | 0.1 | 2.0
hcGAS inh | -10.4&-2.1&-14.3 | -6.5 | -2.6 | -2.2 | -3.8 | -7.3 | -0.6 | 8.3 | 2.1 | -5.3

21	Cc1nc(=O)[nH]c(C)c1CCC(=O)NC1COC2(CCCC2)C1 (stereo not given)
22	CN(C)n1ccc2c(nnc3c(-c4ccccc4)cnn32)c1=O
23	Cc1ccc(CN(Cc2ccccc2)C(=O)CN(CC(C)C)C(=O)Nc2ccc(C)c(Cl)c2)o1
24	CCCCNC(=O)N1CCN(c2cc(Oc3ccc(F)c(Cl)c3)ncn2)CC1C (stereo not given)
25	COc1ccc(-c2cc(N)ccn2)c(C)c1
26	Cc1ccc(CN(Cc2ccc3c(c2)OCO3)C(=O)CN(CCN2CCOCC2)C(=O)NCc2ccccc2)o1
27	Cc1cc(C)cc(CC(=O)N2CCC2(C)C(=O)NS(=O)(=O)c2cc(C)ccc2F)c1 (stereo not given)
28	N[C@@H](CC1CCCCC1)C(=O)Nn1cnnc1
29	Cc1ccc(S(=O)(=O)NCc2cn(Cc3ccccc3)nc2-c2ccccc2)cc1
30	COC(=O)c1ccc(CNC(=O)CN2CCc3c([nH]c4ccccc34)C2)o1
screen / no. | 21 | 22 | 23 | 24 | 25 | 26 | 27 | 28 | 29 | 30
mcGAS lum | -6.8 | nt | 0.8 | -5.6 | -0.7 | -5.2 | nt | 3.1 | -7.1 | -12.1
NPYLR7 ag | nt | 22.1 | 1.8 | -8.9 | -5.3 | -3.8 | 2.2 | nt | 6.8 | 21.0
hcGAS inh | -17.0 | -8.9 | -0.3 | -3.0 | -2.5 | -9.5 | -9.4 | 4.7 | -6.8 | -4.3

31	O=C(c1cccs1)N(CCN1CCOCC1)c1nc2ccc(F)cc2s1
32	Fc1ccc(COc2ccccc2CNc2nn[nH]n2)cc1
33	S=c1[nH]c2c(n1-c1ccccc1)CCCC2
34	CCOc1ccccc1N1C(=O)CSC1c1cccc(NC(=O)c2ccc(-c3ccccc3)cc2)c1 (stereo not given)
35	O=C1CN(S(=O)(=O)Cc2ccccc2)CC(O)CN1Cc1cccs1 (stereo not given)
36	O=C(Nc1ccc(F)c(S(=O)(=O)N2CCOCC2)c1)C1(c2ccccc2)CC1
37	O=C(NC1CC1)c1c(O)c2c([nH]c1=O)CCCC2
38	Cc1nc2c(C)cccn2c(=O)c1NC(=O)c1ccc2ccccc2c1
39	CN1CCN(n2c3c(c(SCC(=O)NCc4ccc(F)cc4)nc2=O)CCC3)CC1
40	O=C(Nc1ccccc1F)c1cc2ccc(O)cc2oc1=O
screen / no. | 31 | 32 | 33 | 34 | 35 | 36 | 37 | 38 | 39 | 40
mcGAS lum | nt | nt | nt | -7.4 | -5.0 | -4.7 | nt | nt | -8.8 | -4.0
NPYLR7 ag | 16.4 | -10.2 | -2.7 | nt | 22.8 | 3.2 | 9.2 | -1.8 | -1.3 | -2.4
hcGAS inh | 3.9 | -2.3 | -3.4 | -8.5 | 0.5 | -1.2 | -6.2 | -1.3 | -10.5 | -4.2

Only NPYLR7 ag (4 entries from above):
No.	structure	NPYLR7 ag
15	CN(C)CCNc1cc(-c2cnc3ccccc3c2)c2cc[nH]c2n1	1.2
16	Cc1cc(C)cc(-c2nc3ccccn3c2NC(=O)COc2ccccc2)c1	-4.5
17	COc1cccc(-c2cnc(-c3ccc(CNC(=O)c4ccc(F)cc4)cc3)[nH]2)c1	-1.7
18	CC1(C(=O)Nc2ccccc2F)CCN1C(=O)C/C=C/c1ccccc1 (stereo not given)	-6.1

(listing goes on)
41	CCN1CCC(N(C)C(=O)Cn2cc(Br)ccc2=O)C1 (stereo not given)
42	Cc1ccc(CN(Cc2ccc(F)cc2)CC(O)Cc2ccccc2)c(C)c1 (stereo not given)
43	CCSc1nnc2c(n1)OC(/C=C/c1ccccc1)Nc1ccccc1-2 (stereo not given)
44	COc1ccc(CNC(=O)c2cn(Cc3cccc(F)c3)c(=O)s2)cc1OC
45	COc1ccc(N=Cc2c(O)n(-c3ccccc3)c(=O)c3ccccc23)c(OC)c1
46	CC(C)NC(=O)CN(C)Cn1nc(C(F)(F)F)n(C)c1=S
47	CN(CCc1cnn(C)c1)C(=O)c1coc(CN2CCN(c3ccccc3F)CC2)n1
48	Cc1ccccc1C(=O)N1C(C(=O)NC2CC2)COC12CCN(C(=O)CC(C)C)CC2 (stereo not given)
49	CCOC(=O)Cc1csc(NC(=O)c2ccco2)n1
50	CCn1cc(C(CC(=O)NCCN2CCCCC2)c2cc(OC)cc(OC)c2)c2ccccc21 (stereo not given)
screen / no. | 41 | 42 | 43 | 44 | 45 | 46 | 47 | 48 | 49 | 50
mcGAS lum | nt | -5.0 | -1.8 | nt | -6.3 | nt | nt | -2.7 | -6.2 | -9.8
NPYLR7 ag | 1.5 | 30.0 | -2.1 | 2.5 | -2.8 | 5.2 | 10.2 | 1.2 | -11.7 | nt
hcGAS inh | -6.4 | -3.9 | 1.0 | -8.8 | -5.0 | -10.8 | -9.5 | 0.1 | -4.2 | -13.4

51	COCCOc1nc(-c2cccs2)n(-c2ccc(NCC(O)COc3ccccc3)cc2)n1 (stereo not given)
52	COc1ccccc1N1CCN(C(=O)NC(C)c2ccncc2)CC1 (stereo not given)
53	Cc1ccc(C2CC(C)CCN2C(=O)NCCCS(C)(=O)=O)o1 (stereo not given)
54	Cn1c(=O)[nH]c(=O)c2c1nc(N1CCN(CCO)CC1)n2Cc1ccccc1
55	CC(NC(=O)C1CC(=O)N(C)C1)c1ccc(F)c(Cl)c1 (stereo not given)
56	CCS(=O)(=O)N(C)[C@@H]1c2cc(C#N)ccc2OC(C)(C)[C@H]1O
57	CCOc1cnn(Cc2ccccc2)c(=O)c1Nc1cccc(C(=O)N2CCN(C)CC2)c1
58	CC(C)C[C@@H](N)C(=O)N(C)Cc1cnn(-c2ccc(F)cc2)c1
59	Cc1cc(N2CCN(Cc3ccncc3Cl)CC2)c2ccccc2n1
60	C=C(C)CNC(=S)Nc1ccccn1
screen / no. | 51 | 52 | 53 | 54 | 55 | 56 | 57 | 58 | 59 | 60
mcGAS lum | -3.7 | nt | nt | nt | -0.5 | nt | -6.3 | -13.5 | -16.1 | -2.6
NPYLR7 ag | nt | 0.1 | 8.1 | -2.4 | -1.0 | -12.3 | 4.8 | 1.1 | 7.6 | 0.4
hcGAS inh | -6.6 | -15.7 | -11.5 | -4.9 | -0.5 | -2.0 | -9.1 | -2.8 | -5.4 | -10.2

61	O=C(Nc1ncc(C(F)(F)F)[nH]1)C1CCCC1
62	COCCN(Cc1nc(C(=O)N2CCN(c3ccccc3OC)CC2)cs1)C(=O)Nc1c(C)cccc1C
63	COc1nc(-c2ccccc2C)n(-c2cccc(NC(=O)C(C)C)c2)n1
64	O=C(CCC(=O)N1CCc2ccccc2C1)NCc1ccc2c(c1)OCO2
65	COCCOCC(=O)N1CCOc2c(O)cc(-c3ccc(C)cc3)cc2C1
66	CC(C)=Cc1nc(C2(c3ccc(F)cc3)CCOC2)no1 (stereo not given)
67	C=CCN(CC(=O)N(Cc1ccc2c(c1)OCO2)Cc1sccc1C)C(=O)Nc1ccccc1
68	OCCNc1nc(CSc2ccc(Cl)cc2)nc2sc3c(c12)CCC3
69	CC(C)NC(=O)c1nn2c(C(F)(F)F)cc(-c3cccs3)nc2c1Br
70	Cc1c(Br)c(C(F)(F)F)nn1CC(=O)N1CCCCC1C (stereo not given)
screen / no. | 61 | 62 | 63 | 64 | 65 | 66 | 67 | 68 | 69 | 70
mcGAS lum | nt | -1.7 | -2.1 | nt | nt | nt | -4.8 | -5.4 | -3.6 | -6.0
NPYLR7 ag | 3.3 | -8.2 | 9.1 | -12.7 | 9.5 | 5.3&-2.0 | -2.0 | 0.9 | -3.7 | -1.5
hcGAS inh | -2.5 | 2.1 | -5.5 | -4.3 | -8.5 | -12.1&-10.0 | -9.8 | -4.0 | -0.5 | -2.1

71	O=C(NCCN1CCN(c2ncccn2)CC1)C12CC3CC(CC(C3)C1)C2
72	O=C(c1cc2n(n1)CCN(Cc1c(F)cccc1Cl)C2=O)N1CCN(C(=O)c2ccco2)CC1
73	COc1ccc(NC(=O)NCCS(=O)(=O)c2c(C)n(Cc3ccccc3)c3ccccc23)cc1
74	Cc1cc(C)c(Cc2c(C)cc(C)c(C#[N+]O)c2C)c(C)c1C#[N+]O
75	Cn1nc(C(=O)Nc2nccs2)ccc1=O
76	O=C(CC(NCCCN1CCOCC1)C(=O)O)Nc1ccccc1 (stereo not given)
77	COc1ccc2c(c1)CCCN2C(=O)NCC(c1ccco1)N(C)C (stereo not given)
78	Cc1ccsc1-c1cc(C(=O)O)cc(S(=O)(=O)NCc2ccccn2)c1
79	CCc1c(-c2ccccc2)[n+](=O)c(-c2ccc(Br)cc2)c(C)n1[O-]
80	COc1ccccc1-c1n[nH]c(=S)n1-c1ccc(Cl)c(Cl)c1
screen / no. | 71 | 72 | 73 | 74 | 75 | 76 | 77 | 78 | 79 | 80
mcGAS lum | nt | -5.1 | nt | nt | nt | -7.2 | nt | nt | 0.1 | nt
NPYLR7 ag | -29.9 | nt | 5.7 | -17.0 | -1.6 | 6.0 | -3.5 | 4.6 | -3.0 | -2.7
hcGAS inh | 4.9 | -7.4 | -2.4 | -5.5 | -8.4 | -5.0 | 0.6 | -5.3 | -2.9 | -5.6

81	Cc1cc([N+](=O)[O-])nn1CC(=O)NCc1ccc(F)cc1C(F)(F)F
82	Cc1noc([C@@H]2Cc3nc[nH]c3CN2)n1
83	COc1ccc(NC(=O)c2nnc(Cn3cnc(C#N)n3)s2)cc1
84	CCOC(=O)CCCC(=O)N1CC(=O)N2CCc3cc(OC)c(OC)cc3C2C1 (stereo not given)
85	COc1ccc(S(=O)(=O)NCCc2csc3nc(-c4cccs4)nn23)cc1
86	Cc1cc(C)n(Cc2c(F)cccc2Cl)c(=O)n1
87	CNC(=O)c1nnc2n1CCN(C(=O)c1ccc3occc3c1)C2
88	COc1ccccc1CCN1CCC(CN(C)C(=O)c2cccnc2)CC1
screen / no. | 81 | 82 | 83 | 84 | 85 | 86 | 87 | 88
mcGAS lum | -2.6 | -4.4 | -17.5 | -5.8 | -0.1 | -7.1 | nt | -8.9
NPYLR7 ag | -2.9 | -9.9 | 9.3 | 21.0 | -4.3 | -15.2 | 8.5 | 0.3
hcGAS inh | -2.7 | -4.5 | -3.4 | -10.2 | 3.0 | -4.3 | -5.2 | -8.7
